# Screens deposited in PubChem by Sanford-Burnham Center for Chemical Genomics.
# MPTP inh: permeability transition pore inhibition; actives 1.4% (n = 360,000); inhibition, % at 10 µM; isolated mouse mitochondria, Ca2+ swelling absorbance, 30 min;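 active = inhibition of 50% or more, scaled per plate between neutral and stimulator controls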;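 note: 0% = DMSO wells given calcium and 100% = 1 mM EGTA wells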
# GRIN3A LBD mod: modulates the human NR3A ligand-binding domain | AID 1259313 | Tm shift relative to glycine control, % at 25 µM | NR3A LBD differential scanning fluorimetry, Tm shift; 0% = protein alone, 100% = glycine-bound protein | actives 2.5% (n = 340,000);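 active = melting temperature shift of at least 10% of the positive control shift, at one fixed dose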
# APOBEC3G inh: blocks human APOBEC3G single-stranded DNA deamination; Q9HC16; recombinant A3G, ssDNA deamination FAM/TAMRA fluorescence; inhibition, % at 20 µM; actives 0.28% (n = 330,000);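 active = inhibition of at least 40% at 20 µM, with no more than 30% in the related APOBEC3A deaminase screen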;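 note: plate controls were DMSO wells with A3G for no effect and wells lacking A3G enzyme for full effect; some compounds called inactive have numbers as strong as hits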
# Target sequence (Q9HC16 whole entry, looked up): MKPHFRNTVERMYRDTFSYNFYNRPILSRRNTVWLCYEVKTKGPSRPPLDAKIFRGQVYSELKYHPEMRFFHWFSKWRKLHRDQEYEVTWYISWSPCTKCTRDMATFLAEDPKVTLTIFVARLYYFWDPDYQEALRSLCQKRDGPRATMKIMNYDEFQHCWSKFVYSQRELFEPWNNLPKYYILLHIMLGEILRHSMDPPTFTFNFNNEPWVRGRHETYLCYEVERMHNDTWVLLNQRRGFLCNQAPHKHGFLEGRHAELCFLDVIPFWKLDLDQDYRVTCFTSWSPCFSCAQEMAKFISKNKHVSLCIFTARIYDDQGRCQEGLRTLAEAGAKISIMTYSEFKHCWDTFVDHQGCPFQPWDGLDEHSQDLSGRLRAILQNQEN
# Gli-Sufu block: Gli-Sufu pathway antagonism. Sufu-KO-LIGHT fibroblasts, Gli luciferase reporter luminescence. inhibition, % at 5 µM. actives 0.74% (n = 340,000). AID 588413;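 active = inhibition above about 55%, limit read from the data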;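 note: 0% = DMSO-treated cells and 100% = wells with medium but no cells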
# APOBEC3A inh: human APOBEC3A DNA deaminase inhibition | P31941 | recombinant A3A, FAM/TAMRA ssDNA deamination fluorescence | inhibition, % at 20 µM | actives 0.41% (n = 330,000);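 active = at least 40% inhibition at 20 µM here, with at most 30% in a related deaminase screen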;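 note: plate controls were A3A with DMSO for no effect and wells lacking A3A enzyme for full effect; some results filed as inactive read as strong as hits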
# Target sequence (P31941 whole entry, looked up): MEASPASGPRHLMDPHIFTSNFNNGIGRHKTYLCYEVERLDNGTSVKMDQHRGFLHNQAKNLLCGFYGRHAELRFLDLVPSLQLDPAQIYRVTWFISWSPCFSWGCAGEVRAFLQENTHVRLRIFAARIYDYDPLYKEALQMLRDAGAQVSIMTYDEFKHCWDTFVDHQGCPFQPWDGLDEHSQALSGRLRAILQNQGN
# CCR6 antagonist: blocks CCL20-driven beta-arrestin recruitment at human CCR6 | CHO-K1 CCR6 PathHunter beta-arrestin, luminescence, CCL20-stimulated | inhibition, % at 20 µM | actives 0.49% (n = 340,000);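 active = compounds whose inhibition of the agonist-driven luminescence signal at 20 µM reaches about 50%, limit read from the data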;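 note: cells stimulated with CCL20 at 14 nM final; plate controls were DMSO with CCL20 for no effect and DMSO without agonist for full effect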
# CXCR6 inh: inhibitors of human CXCR6 receptor; CHO-K1 PathHunter CXCR6 beta-arrestin, luminescence; actives 0.36% (n = 360,000); AID 602244; inhibition, % at 20 µM; in the data active = inhibition above about 34%, passing the limit was not always enough;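 note: antagonist mode with CXCL16 agonist at 10 nM final; 0% = 10 nM CXCL16 with DMSO and 100% = unstimulated wells without agonist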
# EBI2 block: antagonists of human EBI2 receptor; EBI2 beta-arrestin recruitment, luminescence, 7a,25-OHC stimulated; inhibition, % at 5 µM; actives 0.81% (n = 360,000); in the data active = inhibition above about 38%;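 note: enzyme fragment complementation signal reports receptor beta-arrestin coupling in cells; 0% = agonist plus DMSO wells and 100% = wells without agonist; some results beyond the cut were filed as inactive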
# Target sequence (P32249 whole entry, looked up, the tested form may be a part): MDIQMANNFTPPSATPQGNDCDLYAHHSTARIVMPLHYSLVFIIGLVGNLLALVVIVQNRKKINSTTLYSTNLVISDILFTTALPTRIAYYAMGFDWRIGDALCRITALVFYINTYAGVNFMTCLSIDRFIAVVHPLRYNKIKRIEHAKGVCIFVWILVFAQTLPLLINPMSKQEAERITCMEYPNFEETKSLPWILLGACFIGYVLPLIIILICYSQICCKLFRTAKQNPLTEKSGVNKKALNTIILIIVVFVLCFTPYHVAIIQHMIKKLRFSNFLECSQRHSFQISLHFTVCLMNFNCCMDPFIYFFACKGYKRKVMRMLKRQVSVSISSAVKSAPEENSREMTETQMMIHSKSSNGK
# Active calls of the source: *; . = no result given.
SMILES,MPTP inh,GRIN3A LBD mod,APOBEC3G inh,Gli-Sufu block,APOBEC3A inh,CCR6 antagonist,CXCR6 inh,EBI2 block
O=C(NC1CCCCC1)NC1C2CC3CC(C2)CC1C3 (centres undefined),-0.7,1,-1,3,-1,-1,2,5
COc1cc(/C=N/NC(=O)Cc2csc(N3CCOCC3)n2)cc(OC)c1O,0.8,15*,4,-9,4,-9,4,3
Cc1ccc(-n2nc(C(=O)O)cc2-c2ccccc2Cl)cc1,0.8,2,-10,-26,-2,4,2,2
O=C(NC(=S)Nc1ccccc1N1CCOCC1)c1ccc(-c2cccc(Cl)c2)o1,2.5,7,-13,3,-3,20,17,29
COc1ccc(NC2CCCN(C(=O)c3cccc(N(C)C)c3)C2)cc1 (centres undefined),-0.9,1,4,5,-3,15,2,-11
COc1cnc(-c2ccccn2)nc1Oc1c(C)cccc1C,-0.1,-3,-8,0,-4,34,8,3
CCOC(=O)C1=C(c2ccccc2)NC(=O)NC1c1cc(OC)c(OC)cc1OC (centres undefined),-1.5,0,-16,-3,-5,10,-8,7
CCc1ccc(C(=O)COc2ccc(NC(C)=O)cc2)cc1,1.0,3,-5,-10,-7,-7,-6,2
Cn1c(N)c(C(=O)Nc2c(Cl)cccc2Cl)sc1=S,1.4,0,-4,-1,2,4,-1,-4
COc1ccc(-c2nc(NC(=O)Cn3cnnn3)sc2C)cc1,0.3,0,-5,-5,-2,-3,-2,-4
Cc1nc(SCC(=O)N2c3ccccc3Sc3ccccc32)n[nH]1,-1.0,-1,-9,2,5,1,4,-6
O=C(CSc1ccc2nnc(-c3ccccn3)n2n1)Nc1ccc2c(c1)OCO2,1.0,-2,-3,-1,-2,18,-2,11
Cc1cc(=O)[nH]c2c(C)cc(S(=O)(=O)N3CCCCC3)cc12,-2.4,1,-12,30,-5,13,-11,9
CCCc1cc(C(=O)NC2CCCCC2)no1,-2.5,0,-6,-55,-4,5,4,3
CNc1cccccc1=S,2.7,1,68,1,37,11,5,-13
CCOC(=O)CNCCC(=O)c1ccc(Br)cc1,55*,22*,3,4,6,4,-14,-1
Cc1cccc(C(=O)NC(CC(=O)O)c2ccc(OC3CCCC3)cc2)c1[N+](=O)[O-] (centres undefined),-0.1,-2,-1,0,1,6,0,4
O=C(CSc1nc(NS(=O)(=O)c2ccccc2)cc(=O)[nH]1)Nc1cccc(C(F)(F)F)c1,-0.3,-1,-3,-21,-2,3,-7,1
O=C(CNC(=O)c1ccc2c(c1)OCO2)Nc1cccc(Br)c1,0.2,0,-6,4,-2,12,4,2
COC(=O)c1nnn(-c2ccccc2)c1N,-2.5,-2,-12,-10,0,-6,4,-1
COC(=O)c1ccc(=O)n(-c2ccc(OC)cc2)c1,-1.6,1,-11,76*,-2,-3,5,-11
O=C(Nc1ccc2c(c1)OCCO2)C1CCC1,-1.0,1,-6,-2,-1,-5,6,-19
COc1cccc(CN2CCNC(=O)C2CC(=O)NCC(C)(C)N2CCOCC2)c1OC (centres undefined),-1.3,-1,-4,-5,-2,6,-2,-7
O=C(CN1C(=O)c2ccccc2S1(=O)=O)N1CCN(c2ccccc2)CC1,0.6,3,-2,2,0,2,4,-15
O=c1[nH]c2ccc(NC(=S)Nc3ccc(Cl)cc3Cl)cc2[nH]1,-0.6,0,-9,36,0,17,10,4

# Full records, looked up by structure. Order of values: MPTP inh	GRIN3A LBD mod	APOBEC3G inh	Gli-Sufu block	APOBEC3A inh	CCR6 antagonist	CXCR6 inh	EBI2 block
# Cc1nc(SCC(=O)N2c3ccccc3Sc3ccccc32)n[nH]1 as listed: -1.0	-1	-9	2	5	1	4	-6
# O=C(NC1CCCCC1)NC1C2CC3CC(C2)CC1C3 (centres undefined) as listed: -0.7	1	-1	3	-1	-1	2	5

# Back to the main list, starting 2 compounds before the break.
SMILES,MPTP inh,GRIN3A LBD mod,APOBEC3G inh,Gli-Sufu block,APOBEC3A inh,CCR6 antagonist,CXCR6 inh,EBI2 block
O=C(CN1C(=O)c2ccccc2S1(=O)=O)N1CCN(c2ccccc2)CC1,0.6,3,-2,2,0,2,4,-15
O=c1[nH]c2ccc(NC(=S)Nc3ccc(Cl)cc3Cl)cc2[nH]1,-0.6,0,-9,36,0,17,10,4
Cc1n[nH]c(=O)nc1NCc1ccccc1,-2.7,1,-8,5,-5,-5,-6,-8
O=C1CCN(S(=O)(=O)c2ccc(Cl)cc2)CCN1,-1.4,1,1,5,6,10,6,-6
Cc1ccc(C(=O)C2Oc3ccccc3C3CC(c4ccc(C)cc4)=NN23)cc1 (centres undefined),2.2,1,2,-20,2,12,2,17
Cc1cc2sc3ccc(C#CC4(O)CCCCC4)cc3c(=O)c2cc1C,0.4,-6,-15,.,-6,7,3,2
Fc1ccccc1Cn1nnc(-c2ccc3c(c2)OCO3)n1,0.7,-2,-3,-150,0,18,5,5
NC(=O)[C@@H]1CCCNc2c(I)cc([N+](=O)[O-])cc2C(=O)N[C@@H](CCC(=O)O)C(=O)N[C@@H](CO)C(=O)N1,-1.1,0,-5,6,5,11,1,-4
CCOC(=O)C1=NN(c2ccccc2C)C2=NC(C)=C(C(=O)OC)C(c3cccs3)N12 (centres undefined),8.7,-1,-2,5,-3,-4,8,10
COc1ccc(NC(=O)N2CCCC(CNS(=O)(=O)c3cccs3)C2)c(C)c1 (centres undefined),0.3,1,-5,-2,0,9,0,39
COc1cccc(C(=O)NC(C)c2cccc3ccccc23)c1OC (centres undefined),0.9,1,-11,-2,-3,23,6,-3
Cc1cccc(C)c1NC(=O)c1ccc2c(c1)CCN2S(C)(=O)=O,0.3,0,-6,31,0,7,-1,-8
O=C1C2C3C=CC(C3)C2C(=O)N1c1ccc(-c2nc3ccccc3o2)cc1 (centres undefined),0.1,0,-8,24,-4,-7,-6,5
Cn1cc(Cl)c(C(=O)N/N=C/c2ccc3c4c(cccc24)CC3)n1,-0.3,-3,7,-56,2,3,1,-7
CCCCCCC(C)n1[nH]c(=O)c2c(C)cc(=O)[nH]c21 (centres undefined),-2.0,-3,-3,-10,-1,3,-10,-6
CC1=NN(C(=O)c2ccoc2C)C(O)(C(F)(F)F)C1 (centres undefined),-0.1,3,-6,-4,-1,10,4,-5
Cc1ccnc(SCC(=O)n2c3c(c4ccccc42)CC(C)CC3)n1 (centres undefined),2.0,2,-7,18,0,11,-11,10
Oc1ccccc1/C=N/Nc1cc(N2CCCC2)nc(N2CCCC2)n1,0.4,-4,-2,0,-1,35,16,28
CCOC(=O)Cc1csc(N/C(=N/S(=O)(=O)c2cc(Br)ccc2OCC)c2ccccc2)n1,2.4,-12,-5,4,-1,0,4,-5
CN(C(=O)c1c(Cl)nc2sccn12)C1CCCCC1,-1.1,-2,-4,8,-4,1,-11,1
Cc1cccc(C(=O)Nc2ccc(NC(=O)c3ccccc3)cc2)c1,-1.3,-3,-4,2,-4,20,4,7
CCSc1nc2ccccc2n1C(=O)c1ccc(S(=O)(=O)N2CCCCC2)cc1,2.6,-2,6,-21,2,-6,-8,-6
CSc1cccc(NC(=O)CCCOc2ccc(Cl)cc2Cl)c1,-4.8,20*,-2,-1,5,8,-6,6
COc1cccc(OCC(=O)NC2CCCCC2)c1,0.9,2,-4,4,-2,5,-12,0
Cc1ccc2[nH]c(=O)c(-c3nc4ccccn4c3NCc3ccco3)cc2c1,0.1,1,-4,-30,1,18,-8,18
COP(=O)(OC)c1nc(-c2cccc3ccccc23)oc1NCCc1ccccc1,-5.4,2,0,5,1,12,5,19
COc1cccc(C(=O)COC(=O)CCCC(=O)NC2CCCCC2)c1,0.9,4,-5,-5,1,8,-4,1
# Further structures.
SMILES,MPTP inh,GRIN3A LBD mod,APOBEC3G inh,Gli-Sufu block,APOBEC3A inh,CCR6 antagonist,CXCR6 inh,EBI2 block
CC1=CC(=C(C#N)c2nc3ccccc3s2)C=C(C)N1CC1CCCO1 (centres undefined),0.7,-4,-2,6,2,6,5,8
Cc1cc(SC(C)C(=O)Nc2ncc(Cl)cc2Cl)nc2ccccc12 (centres undefined),2.0,0,.,4,.,26,2,2
CSC(=S)NN=C(C)c1cccc(C)n1,-0.8,15*,.,92*,.,6,-11,11
COc1ccc2cc3c(N)nn(C(=O)Cc4c[nH]c5ccccc45)c3nc2c1,0.6,8,-5,-9,-7,-21,13,-1
O=C(O)Cc1ccc(NC(=O)c2ccc3c(c2)C(=O)N(Cc2ccco2)C3=O)cc1,-0.5,1,1,-2,22,9,3,-2
Cc1ccc(C(C)NC(=O)Cn2nc(C)c([N+](=O)[O-])c2C)cc1 (centres undefined),0.4,0,3,-12,2,9,6,-6
CC(CNC(=O)COC(=O)c1cccs1)c1ccccc1 (centres undefined),0.5,0,-1,3,1,7,6,-2
Cc1ccccc1C(=O)NNC(=O)CSc1nnc(-c2ccncc2)n1-c1ccccc1,-2.1,0,-2,-1,0,1,-2,3
OCCc1c[nH]c2ccccc12,0.5,-2,-9,2,-3,1,-9,-1
CCOC(=O)c1cc(-c2ccccc2C)nn1CC1CC(c2cccnc2)=NO1 (centres undefined),-1.1,-2,-6,-4,-2,11,-2,9
Cc1ccnc(NS(=O)(=O)c2ccc(NS(=O)(=O)c3ccc([N+](=O)[O-])cc3)cc2)n1,3.9,-1,-5,9,-3,6,0,-2
CCN1CCN(c2nc3c(c(=O)[nH]c(=O)n3C)n2CCCc2ccccc2)CC1,0.4,-4,-5,10,-2,1,1,-3
COc1cccc(/C=N/NC(=O)c2[nH]nc3c2CCc2ccccc2-3)c1,16,26*,6,-21,-3,7,0,25
COc1cc(NC(=O)CSc2nncn2C)c(C)cc1[N+](=O)[O-],-0.9,0,-1,-9,-1,10,2,2
CCc1noc(C)c1C(=O)Nc1ccccc1C(C)(C)C,-0.9,1,1,3,20,-1,-13,-5
COc1ccc(/C=C/C2=CC(C)(C)NC(=S)N2)cc1,-1.4,0,-6,11,1,16,2,-3
Cc1ccc(S(=O)(=O)N(CC(=O)NCc2ccccc2)C(=O)N2CCN(C)CC2)cc1,-0.5,2,-2,-9,1,-6,-5,9
COC(=O)c1cn(NC(=O)/C=C/c2cc(OC)ccc2OC)c(=O)c2ccccc12,-2.6,-22,-5,42,2,9,5,2
C#CC(C)(C)NC(=O)CSc1nc2c(c(=O)n(C)c(=O)n2C)n1CCCC,-2.2,-4,1,0,3,-5,-8,-10
Cc1ccccc1CN1CCNC(=O)C1CC(=O)NC1CCCCCCC1 (centres undefined),-0.4,-4,-3,11,0,12,9,8
NC(=O)C(c1ncc(C(F)(F)F)cc1Cl)c1c(Cl)cccc1Cl (centres undefined),-0.6,0,0,6,2,5,-2,-1
CCOc1ccc2oc(C(=O)OCC(=O)NC3CC3)c(C)c2c1,0.5,2,-14,-8,-1,6,0,-6
O=C1CN(S(=O)(=O)c2ccc(Cl)cc2)c2ccccc2N1,0.2,0,-12,6,-8,-2,-3,-9
COc1cccc(OC)c1OCC(O)CN1CCN(c2ccccc2)CC1 (centres undefined),0.1,2,-11,-11,-4,9,-12,-10
CCS(=O)(=O)c1nc(S(=O)(=O)c2ccc(C)cc2)c(N2CCC(C)CC2)s1,-0.1,0,-5,10,-10,27,6,3
# Next section
SMILES,MPTP inh,GRIN3A LBD mod,APOBEC3G inh,Gli-Sufu block,APOBEC3A inh,CCR6 antagonist,CXCR6 inh,EBI2 block
Cc1ccc2oc(=O)n(CCOc3ccccc3C)c2c1,-2.1,1,-14,-19,-7,9,-3,43
Cc1ccc(NNC(=O)c2ccno2)cc1Cl,2.2,0,8,-10,-3,28,8,19
CCc1nnc(NC(=O)C2CCN(c3ncnc4sc(C)c(C)c34)CC2)s1,1.7,4,-7,1,-3,9,-2,14
Cc1c(C(c2ccc(Br)cc2)c2c(C)n(C)n(-c3ccccc3)c2=O)c(=O)n(-c2ccccc2)n1C,1.8,1,-3,-9,-3,4,10,9
CC(C)Cn1nc(-c2ccccc2)c2ccccc2c1=O,0.2,1,-5,11,1,18,-10,-31
COc1ccc(CNC(=O)[C@H](C)NC(=O)[C@@H]2Cc3ccccc3CN2)cc1,-1.5,-1,-3,-29,-1,1,-4,-11
CCOC(=O)C(Cc1ccccc1)C(=O)Nc1nccs1 (centres undefined),3.4,1,0,2,-2,-2,4,0
